Assay outcomes: PubChem BioAssay, several laboratories
ADAM10 inh – human ADAM10 inhibitors, primary screen, biochemical, QFRET, HTS; Disintegrin and metalloproteinase domain-containing protein 10 (Homo sapiens), O14672; actives 0.62% (n = 370,000); inhibition, % at 7 µM; recombinant ADAM10, EDANS/DABCYL FRET peptide cleavage, 3 h;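 active means inhibition above a per-campaign cutoff equal to the mean of compounds falling between control-based bounds plus 3 SD, cut at about 20% in these data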;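 further: 0% = DMSO wells while the 100% control is not disclosed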
ssDAF-12 act – S. stercoralis DAF-12 nuclear receptor activators, primary screen, cell-based, luminescence, HEK293, GRIP1 co-expression, lit1-tk-luc; AID 652126, 2013; HEK293 ssDAF-12/GRIP1 lit1-tk-luc reporter; % of 3 µM dafachronic acid response; Nuclear hormone receptor DAF-12 (Strongyloides stercoralis); actives 1% (n = 370,000); activation, % at 6.8 µM;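 active means activation above the mean over all tested compounds plus 3 SD, cut at about 0.9% in these data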;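 further: 0% = DMSO-only wells and 100% = 3 µM delta7-dafachronic acid wells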
HGIII-sPLA2 inh – human group III sPLA2 inhibitors, primary screen, biochemical, QFRET, BODIPY PC-A2 liposome substrate; Group 3 secretory phospholipase A2 (Homo sapiens), Q9NZ20; QFRET BODIPY PC-A2 liposome hydrolysis, fluorescence; inhibition, % at 12.2 µM; actives 0.56% (n = 370,000);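 active means inhibition above mean plus 3 SD of compounds lying within the high and low control bounds, cut at about 19% in these data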;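 further: 0% = median of test compound wells and 100% = no enzyme DMSO wells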
Target sequence (Q9NZ20 whole entry, looked up): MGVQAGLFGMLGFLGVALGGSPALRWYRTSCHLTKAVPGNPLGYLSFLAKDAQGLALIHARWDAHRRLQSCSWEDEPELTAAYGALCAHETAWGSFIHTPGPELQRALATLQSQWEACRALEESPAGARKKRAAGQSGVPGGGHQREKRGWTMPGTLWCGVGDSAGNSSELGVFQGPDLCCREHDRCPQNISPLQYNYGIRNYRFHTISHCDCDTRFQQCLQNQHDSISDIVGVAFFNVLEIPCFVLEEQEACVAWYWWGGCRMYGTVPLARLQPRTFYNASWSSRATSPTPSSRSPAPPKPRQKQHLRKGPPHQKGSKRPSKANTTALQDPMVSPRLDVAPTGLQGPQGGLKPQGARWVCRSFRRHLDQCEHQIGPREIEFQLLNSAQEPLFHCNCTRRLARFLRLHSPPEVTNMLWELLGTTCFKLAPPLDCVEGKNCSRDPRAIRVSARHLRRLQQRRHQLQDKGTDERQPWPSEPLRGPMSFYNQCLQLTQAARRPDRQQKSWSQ
DAX1 inh-1 – DAX1 (NR0B1) inhibitors, primary screen, cell-based, HEK293, Gal4-DAX1, luciferase luminescence; actives 0.99% (n = 340,000); HEK293 Gal4-DAX1 luciferase reporter; inhibition, % at 6.75 µM; AID 504766, 2011;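 active means inhibition above the mean over all tested compounds plus 3 SD, cut at about 4.2% in these data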;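 further: 0% = DAX1-transfected cells with DMSO and 100% = empty-vector control cells with DMSO; inhibition shows as a rise in luminescence from relieved DAX1 repression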
Target sequence (P51843 207-470 limits assumed): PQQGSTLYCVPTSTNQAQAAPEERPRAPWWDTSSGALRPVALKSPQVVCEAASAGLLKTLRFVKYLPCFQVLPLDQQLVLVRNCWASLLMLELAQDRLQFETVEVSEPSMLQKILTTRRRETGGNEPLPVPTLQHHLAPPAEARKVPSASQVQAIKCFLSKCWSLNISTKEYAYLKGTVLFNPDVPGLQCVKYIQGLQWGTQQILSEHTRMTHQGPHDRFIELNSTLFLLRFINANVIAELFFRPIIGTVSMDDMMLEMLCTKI
SMARCA2 act – SMARCA2 (BRM) function activators, primary screen, cell-based, luminescence, high throughput; actives 1% (n = 370,000); MG213 cells, MMTV-luciferase reporter, dexamethasone, overnight; activation, % at 9.1 µM; in the data active means activation above about 7.8%;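 further: 0% = vehicle wells and 100% = reference activator wells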
GC-A act – GC-A stimulated cGMP production enhancers – HEK293 GC-A cells, cGMP TR-FRET, EC30 ANP, primary screen; AID 1671463, 2021; actives 0.14% (n = 370,000); Atrial natriuretic peptide receptor 1 (Homo sapiens), P16066; 0% at EC30 ANP, 100% saturating ANP; activation, % at 10 µM; in the data active means activation above about 40%
DAX1 inh-2 – DAX1 (NR0B1) inhibitors on StAR promoter, primary screen, cell-based, luminescence, SF-1 (NR5A1), full-length DAX-1. HEK293T StAR-luciferase reporter, SF-1/DAX-1 repression relief. inhibition, % at 6.8 µM. actives 1.1% (n = 370,000). AID 652010, 2013;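 active means inhibition above the mean over all tested compounds plus 3 SD, cut at about 3.6% in these data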;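 further: 0% = DAX-1 cells with DMSO and 100% = cells lacking DAX-1 with DMSO; higher inhibition means more luminescence from relief of DAX-1 repression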
hcDAF12 agonist – H. contortus DAF-12 nuclear receptor activators, primary screen, cell-based, luminescence, HEK293, lit1-tk-luc reporter; HEK293 hcDAF-12 lit1-tk-luc reporter; 0% DMSO, 100% Δ7-dafachronic acid; activation, % at 6.8 µM; actives 1.4% (n = 370,000); AID 652067, 2013;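 active means activation above the mean of all tested compounds plus 3 SD, cut at about 5.5% in these data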;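 further: 100% = response to 3 µM Δ7-dafachronic acid high control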
hgDAF-12 ag – H. glycines DAF-12 receptor agonists, primary screen, cell-based, luminescence, HEK293, GAL4 fusion, UAS-luciferase; Nuclear hormone receptor DAF-12 (Heterodera glycines), GAL4 fusion; HEK293 GAL4-hgDAF12 UAS-luciferase reporter, agonist luminescence; normalized to butyrate control; activation, % at 6.8 µM; actives 1.8% (n = 370,000);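 active means activation above a cutoff set at the mean of all screened compounds plus 3 SD, cut at about 10% in these data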;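 further: 0% = DMSO wells and 100% = sodium butyrate wells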
GC-B act – human GC-B receptor activators, primary screen, HEK293 GC-B cells, cGMP TR-FRET, EC30 CNP; 0% at EC30 CNP, 100% saturating CNP; activation, % at 10 µM; actives 0.11% (n = 370,000); AID 1920062, 2024;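 active means activation at 10 µM reaching about 35% in either raw or pattern-adjusted values, limit read from the data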
GAA850 FXN act – FXN promoter activators, primary screen, cell-based, luciferase luminescence, HEK293 lucGAA850. HEK293 lucGAA850 FXN promoter luciferase reporter, 24 h; percent of 10 µM SAHA response. activation, % at 6 µM. actives 0.56% (n = 360,000). AID 540364, 2011;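 active means activation above the average of all compounds screened plus 3 SD, cutoff fixed separately per campaign, cut at about 7.5% in these data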;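 further: 0% = DMSO wells and 100% = 10 µM SAHA wells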
* hit, by the source's call; . = not tested or not shown.

Screens in order – ADAM10 inh, ssDAF-12 act, HGIII-sPLA2 inh, DAX1 inh-1, SMARCA2 act, GC-A act, DAX1 inh-2, hcDAF12 agonist, hgDAF-12 ag, GC-B act, GAA850 FXN act
COCCNc1nc(NCc2ccccc2)nc2ccsc12
  -20.0, -1.8, 4.0, ., -3.0, -14.6, -2.5, -1.9, -5.6, -4.7, 3.6
O=C(CSc1ccccc1)NC1CCCCN(Cc2ccc(Cl)cc2)C1=O (stereo not given)
  -2.3, -1.7, 0.2, ., -3.8, 0.0, -0.8, -0.8, -0.8, -1.3, .
CNC(=O)C(=O)NCC(c1cccs1)S(=O)(=O)c1ccc(F)cc1 (stereo not given)
  -6.0, -1.1, 5.9, -0.3, -3.6, 0.6, -1.6, -1.0, -1.1, -3.9, -0.9
N#Cc1cccc(S(=O)(=O)NCC(=O)NCc2ccc3c(c2)OCO3)c1
  -16.0, -0.8, 5.8, 1.6, -3.1, 4.2, 1.2, 1.3, -1.4, 5.8, 1.2
CCc1nc(NCCC(C)C)c(C#N)c2c1CCCC2
  -1.4, -1.5, -0.9, 0.2, 0.2, -1.2, 0.0, 2.0, -1.4, -4.5, 3.0
CNS(=O)(=O)c1cc(OC)c(OC)cc1CC(=O)OC
  -0.9, -1.0, -0.6, 0.4, -3.3, -2.5, 0.3, -1.2, 0.5, 6.0, 2.4
CN1CCN(S(=O)(=O)c2ccc(NC(=O)c3ccc(F)cc3)cc2)CC1
  -8.5, -1.0, -15.5, -1.6, 1.8, 3.2, -0.4, -1.9, 0.2, -3.5, -1.8
Cc1ccc(S(=O)(=O)Nc2ccc3ccccc3c2)cc1
  24.2*, -1.2, -65.3, -0.6, -3.0, -0.3, 0.9, -3.1, -4.7, 2.9, 1.1
O=C(NNc1nc2c(F)cccc2s1)c1cc(=O)c2ccccc2o1
  -29.1, -0.4, 6.8, -1.1, 7.2, -0.3, 1.0, 6.2*, 3.2, -5.2, 2.2
CC1(C)CC(=O)C=C(NNC(=O)c2cccnc2)C1
  -8.5, -1.5, -33.1, ., -1.9, -0.4, -0.4, 0.6, -0.4, 8.1, 0.0
O=C1NC(Cc2ccccc2)c2nc3cc(F)ccc3c(=O)n2-c2cc(Cl)ccc21 (stereo not given)
  0.7, -1.8, 2.1, ., -1.5, -4.3, 0.5, -0.7, -2.8, 1.2, .
N#Cc1ccc(C(=O)Nc2nc(-c3cccs3)c(C(=O)C(F)(F)F)s2)cc1
  -13.5, -2.1, 3.0, -1.1, -6.2, 6.9, -0.5, -2.6, -0.7, 0.0, -2.1
N#C/C(=C\c1cccn1S(=O)(=O)c1cccc(C#N)c1)S(=O)(=O)c1ccc(F)cc1
  -18.6, -1.4, 2.1, ., -2.5, -2.4, -0.9, -1.0, -2.0, -7.3, -1.1
COC(=O)c1ccc(C2CC(=O)NC3=C2C(=O)CCC3)cc1 (stereo not given)
  -2.1, -1.0, -4.6, -0.4, -0.2, 0.7, -0.1, -0.9, 0.3, 2.4, 3.0
CC(C)(C)c1csc(Sc2ncccc2[N+](=O)[O-])n1
  -6.5, -1.8, 8.0, -0.5, 2.9, -4.1, -0.6, -0.1, 2.2, -3.3, 2.8
Cc1ccccc1Cn1c2ccccc2c2cn[nH]c(=O)c21
  -27.6, -1.5, -4.9, -0.1, 2.3, 29.4, -0.1, -2.0, -1.5, 29.1, 3.0
Cc1noc(NS(=O)(=O)c2ccc(NC(=O)c3oc4ccc(Cl)cc4c3C)cc2)c1C
  1.8, -1.2, -51.6, 1.0, 4.9, 12.1, 2.3, -1.7, -1.3, -5.4, 1.1
O=C(c1ccncc1)N1CCN(S(=O)(=O)c2cccc(Cl)c2)CC1
  12.2, -0.9, 2.1, 0.9, -2.5, -2.1, 1.2, -0.8, 1.0, 1.4, 2.0
Nc1nc(Nc2ccccc2)nc2c1ncn2[C@@H]1O[C@H](CO)[C@@H](O)[C@H]1O
  4.5, -1.0, -1.7, -0.9, 7.5, -0.1, 1.5, -3.8, -0.9, -2.1, 5.0
COC(=O)c1ccc(-c2nc(O)c(C)s2)cc1
  -3.8, -1.1, -0.2, -0.2, 1.4, -0.6, -0.6, -1.4, -1.9, 1.2, 1.3
COc1ccc(S(=O)(=O)N2CCOCC2)cc1NC(=O)COC(=O)C1=COCCO1
  -1.0, -1.1, 7.5, 0.1, -3.6, 0.4, 0.1, -0.5, 1.2, 8.2, 2.1
CCc1ccc(C2=NN(C(=O)CCC(=O)O)C(c3cccs3)C2)cc1 (stereo not given)
  -5.1, 0.1, -3.2, 4.7*, 1.3, 4.9, -0.5, 1.0, 6.0, -1.6, 4.3
CCOP(=O)(c1ccc(N(C)C)cc1)C(O)c1ccccc1F (stereo not given)
  5.5, -1.4, 0.9, 1.4, 1.4, -3.6, -0.1, 0.5, 0.4, -0.4, -0.3
C[C@@H]1CN([C@@H](C)CO)C(=O)CCCn2nncc2CO[C@H]1CN(C)C(=O)Nc1ccc2c(c1)OCO2
  -0.3, -1.1, 1.1, 0.5, 5.3, 0.7, 1.1, 0.0, 1.8, 1.2, -0.9
O=C(NC1CC1)C1=C[C@H](c2ccc(C(F)(F)F)cc2)C[C@H](OCc2ccc(CO)cc2)O1
  5.5, -1.1, -1.9, -0.9, 0.5, -1.1, -0.5, -1.5, 2.0, 3.1, 0.5
Cc1ccc(S(=O)(=O)N2C(c3ccccc3)CC(=O)C3CN(S(=O)(=O)c4ccc(Cl)cc4)C(c4ccccc4)CC32)cc1 (stereo not given)
  -1.2, -0.6, 8.4, ., 0.1, -0.9, 1.4, 0.4, -1.7, 2.6, .
O=[N+]([O-])C1=CC=C2C(=NC3(CCCCC3)N2O)C1=NC1CCCCC1
  -16.9, -0.7, 19.3*, 0.1, -2.7, -6.7, 0.3, 1.9, -0.9, 3.9, -1.7
COc1ccc(C(=O)NNC(=O)c2ccc3ccccc3c2O)cc1
  -22.1, -0.5, -2.3, 1.1, -1.7, -1.9, 0.8, 2.2, 0.7, 0.5, 0.5
O=C(Cc1ccccc1)O/N=C1\CCCc2ccccc21
  -1.1, -1.1, 6.4, -0.8, -3.9, -0.6, 0.3, -1.3, -1.2, -0.2, -0.7
Cc1ccc2cc(CN(Cc3nnnn3Cc3ccco3)CC3CCCO3)c(=O)[nH]c2c1C (stereo not given)
  -14.5, -1.5, -3.1, -1.1, -2.6, -1.8, 0.0, -0.7, 0.4, -4.9, 0.9
Cc1ccc(Cl)cc1NC(=O)c1ocnc1C
  -8.5, -1.9, -0.2, -0.9, 7.7, 0.3, -0.8, -1.3, -0.7, -0.2, 1.4
CCCSc1cc(N2CCN(C)CC2)nc(-c2ccc(OC)cc2)n1
  5.7, -1.0, -7.6, 1.3, -1.4, 1.1, -0.3, -0.4, 1.6, -12.1, 0.1
CCOc1cc(C(=O)Nc2ccc(S(=O)(=O)N3CCCCC3)cc2)ccc1OCC(=O)N1CCOCC1
  0.9, -1.6, -13.8, -1.1, -1.1, -1.0, -1.1, -0.1, -4.1, 4.4, 1.4
Nc1ccc(-c2c3ccc(=O)cc-3oc3cc(O)ccc23)cc1C(=O)O
  11.6, -0.8, -469.1, 1.0, 3.0, 0.8, 0.2, -0.9, -0.4, 6.0, 1.4
COc1ccc(CNC(=O)CN2C(=O)COc3ccc(S(=O)(=O)N4CCOCC4)cc32)cc1
  2.8, -0.6, 3.1, -0.6, 4.4, 2.7, -0.9, 3.2, -1.4, 3.4, -1.2
Cc1cc(C(=O)NNC(=O)CCN2CCN(c3ccccc3)CC2)c2ccccc2n1
  -8.8, -1.1, 2.3, 2.1, -2.8, 0.8, 0.5, 0.5, -2.3, -1.9, 0.2
OCCNCC1(O)C2CC3CC(C2)CC1C3 (stereo not given)
  -4.2, -1.0, 6.7, 0.4, -3.3, -1.0, 0.3, 0.0, 0.1, -0.1, 0.5
CC(=O)c1ccc(S(=O)(=O)N2CCc3ccccc3C2)cc1
  6.0, -1.4, -1.9, 1.5, -2.7, 0.8, 0.0, -1.0, -0.9, -0.6, 0.5
CCN(CC)S(=O)(=O)c1cccc(C(=O)Nc2ccccc2C(=O)N2CCOCC2)c1
  -2.1, -0.5, -3.3, -0.5, -0.8, -0.9, 0.1, 2.7, 1.7, 2.0, 0.1
Cc1cc(NC(=O)COC(=O)[C@H](Cc2ccccc2)NC(=O)c2ccco2)no1
  -10.5, -0.7, 5.2, 0.0, -2.3, -1.1, -0.1, 0.5, -0.7, 2.3, -1.2
CCOc1ccc(NC(=O)C2CCN(C(=O)NCc3ccccc3)CC2)cc1
  -14.9, -1.2, 8.9, -0.5, -4.6, 2.1, 0.3, 0.2, -0.3, -4.2, -0.1
CN(C(=O)COC(=O)c1ccccc1Nc1ccccc1)c1c(N)n(Cc2ccccc2)c(=O)[nH]c1=O
  -75.7, -1.5, -6.2, 1.6, -5.9, -2.3, -1.7, 0.9, -3.1, -1.2, -4.7
CC(C(=O)N1CCC(C(N)=O)CC1)N(c1ccc(Oc2ccccc2)cc1)S(C)(=O)=O (stereo not given)
  -1.5, -0.3, 1.4, 0.3, -2.9, 3.4, 0.2, -0.5, -0.2, 3.4, -1.1
COc1ccccc1S(=O)(=O)N(C)C[C@@H]1OCc2cnnn2CCCC(=O)N([C@H](C)CO)C[C@@H]1C
  -13.2, -0.8, 7.2, 0.9, 0.5, 2.5, 0.0, -0.3, -2.0, 3.5, -1.8
CSc1sc(-c2ccnc(SCCS(C)(=O)=O)n2)c(-c2ccccc2)c1C#N
  -65.4, -0.6, 2.8, -0.9, -1.9, -4.8, -0.8, -2.2, 1.2, -8.3, 3.8
COc1ccc(NC(=O)COC(=O)Cc2ccc(-c3ccccc3)cc2)c(OC)c1
  14.3, -1.4, -27.6, -1.2, -1.5, 0.3, 0.2, 0.5, 0.9, 1.4, 0.9

Quoted at random: 2 entries already listed
Screens in order – ADAM10 inh, ssDAF-12 act, HGIII-sPLA2 inh, DAX1 inh-1, SMARCA2 act, GC-A act, DAX1 inh-2, hcDAF12 agonist, hgDAF-12 ag, GC-B act, GAA850 FXN act
CCN(CC)S(=O)(=O)c1cccc(C(=O)Nc2ccccc2C(=O)N2CCOCC2)c1
  -2.1, -0.5, -3.3, -0.5, -0.8, -0.9, 0.1, 2.7, 1.7, 2.0, 0.1
CC(=O)c1ccc(S(=O)(=O)N2CCc3ccccc3C2)cc1
  6.0, -1.4, -1.9, 1.5, -2.7, 0.8, 0.0, -1.0, -0.9, -0.6, 0.5
